# Tau fibril ThT: tau fibrillization inhibition (ThT binding); 270,000 tested, 2.1% active; AID 1460; Potency, µM (series often up to 57.4 µM), inactives show at the top dose activity, negative = inhibition, hits mostly inhibitors; recombinant tau K18 P301L (four-repeat tau fragment), heparin-induced fibrillization, ThT fluorescence; also: % is scaled to controls: 0 for no effect and ±100 for the full control effect; nearly all actives have a fitted effect of over 55% in size
#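 Aggregation was driven by heparin (20 uM final) acting on recombinant tau […] bearing P301L in 100 mM sodium acetate pH 7; fibrils were detected with Thioflavin T.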
# RECQ1 inh: RECQ1 (human) helicase inhibition. Potency, µM (titrated, usually from 57.3 µM), for inactives: at the highest dose activity, negative = inhibition, hits mostly inhibitors. P46063. RECQ1 DNA unwinding, red fluorescence kinetic read. 240,000 tested, 0.54% active;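 also: plate controls were vehicle for no effect and no enzyme for full effect; nearly all actives have a fitted effect of over 30% in size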
# Target sequence (P46063 whole entry, looked up): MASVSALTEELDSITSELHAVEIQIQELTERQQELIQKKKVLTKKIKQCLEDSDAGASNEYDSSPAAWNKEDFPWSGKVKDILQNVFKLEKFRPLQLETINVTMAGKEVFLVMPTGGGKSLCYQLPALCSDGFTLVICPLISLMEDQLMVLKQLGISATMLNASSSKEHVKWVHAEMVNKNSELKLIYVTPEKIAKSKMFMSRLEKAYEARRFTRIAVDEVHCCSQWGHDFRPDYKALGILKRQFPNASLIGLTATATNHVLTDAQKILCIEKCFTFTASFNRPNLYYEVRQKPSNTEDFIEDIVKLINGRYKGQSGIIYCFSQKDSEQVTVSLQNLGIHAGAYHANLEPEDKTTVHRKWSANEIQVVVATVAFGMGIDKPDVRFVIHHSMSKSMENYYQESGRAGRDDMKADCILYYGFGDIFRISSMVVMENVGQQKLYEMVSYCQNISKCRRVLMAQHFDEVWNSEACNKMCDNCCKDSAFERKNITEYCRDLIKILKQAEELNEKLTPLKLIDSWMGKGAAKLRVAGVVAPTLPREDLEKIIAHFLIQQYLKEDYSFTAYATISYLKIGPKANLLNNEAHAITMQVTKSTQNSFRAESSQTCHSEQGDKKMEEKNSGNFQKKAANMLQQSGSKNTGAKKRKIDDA
#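 RECQ1T1 50 nM; forked duplex (20 bp + 30-nt ss tails) 200 nM, ATP 2 mM final; pH 8.0, 2 mM MgCl2, 2.5 ug/ml poly(dI-dC); 15 min compound preincubation; discontinuous kinetic read over 2 h at RT.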
# ALDH1A1 inh: ALDH1A1 (human) enzyme inhibition | P00352 | Purified ALDH1A1, NADH fluorescence, propionaldehyde substrate | Potency, µM (top dose mostly 75.3 µM), without a hit: at the highest dose activity, negative = inhibition, usual class: inhibitors | 220,000 tested, 7.3% active | AID 1030; active = well fitted inhibition curve with a large enough effect, not every such curve was filed as active; inconclusive = small, poorly fitted or top-dose-only effect, or another doubt; inactive = no such curve, though single readings can be large or run the other way;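 also: plate controls were no enzyme wells and a reference inhibitor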
# SMN2 splice enh: increases expression of the SMN2 splice variant; HEK293 SMN2-luciferase splicing reporter, luminescence, 30-36 h; Potency, µM (top dose mostly 46.1 µM), without a hit: at the top dose activity change, positive = activation, hits mostly activators; 210,000 tested, 2.8% active; AID 1458; also: % of control where 0% means no effect; nearly all actives have a fitted effect of over 55% in size
#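 HEK293 cells carry an SMN2 minigene-luciferase reporter in which exon 7 inclusion puts luciferase in frame. Cells were seeded at 2000 cells/well, attached for 10-12 hours, then exposed to compounds for 30-36 hours at 37C before ONE-Glo luminescence.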
# KinaseGlo FLuc: counter-screen: inhibitors of Kinase-Glo firefly luciferase | Q27757 | Kinase-Glo luciferase, ATP luminescence, 8 min | Potency, µM (highest dose often 38.3 µM), for inactives: top-dose activity change, negative = inhibition, most hits filed as inhibitors | 200,000 tested, 0.28% active | AID 1379; also: % is scaled to controls: 0 for no effect and ±100 for the full control effect; nearly all actives have a fitted effect of over 60% in size
#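 Light output from Kinase-Glo luciferase with luciferin and 10 uM ATP in 50 mM imidazole pH 7.2, KCl, MgCl2, Tween 20, BSA; compound pin-delivered, 8-min ambient incubation, then luminescence read.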
# L3MBTL1 block: blocks human L3MBTL1 | AlphaScreen L3MBTL1–H3K9me1 peptide binding | 230,000 tested, 0.66% active | Q9Y468 | Potency, µM (doses to about 57.1 µM), without a hit: at the highest dose activity, negative = inhibition, usual class: inhibitors; also: % is scaled to controls: 0 for no effect and ±100 for the full control effect; nearly all actives have a fitted effect of over 60% in size
#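 L3MBTL1 (50 nM) pre-complexed 30 min with biotinylated H3(1-15)K9me1 peptide (75 nM), then compounds added for 30 min at room temperature; AlphaScreen streptavidin donor/nickel chelate acceptor beads (10 ug/mL final) read after 30 min dark incubation.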
# Lamin A splicing: LMNA splicing modulation; Potency, µM (highest dose often 46.1 µM), without a hit: at the highest dose ratio change, negative = inhibition, hits mostly inhibitors; HeLa LMNA splicing GFP/RFP minigene ratio, 48 h; 200,000 tested, 0.01% active; active = well fitted inhibition curve with a large enough effect in the signal ratio, with a control signal flat, not every such curve was filed as active; inconclusive = small, poorly fitted or top-dose-only effect, or effect the other way, or a change in a side signal; the % refers to the signal ratio; also: % is scaled to controls: 0 for no effect and ±100 for the full control effect
#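 S3 HeLa cells stably expressing lamin A-EGFP splicing minigene plus DsRed2, 600 cells/well, 48 h compound exposure at 37C. Laser-scanning cytometry; analysed as GFP (500-530 nm)/RFP (575-640 nm) total intensity ratio; 0.5% DMSO vehicle.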
# KDM4E inh: JMJD2E (human) inhibition; 230,000 tested, 1.6% active; AID 2147; JMJD2E catalytic domain, FDH-coupled NADH fluorescence (FDH is formaldehyde dehydrogenase); Potency, µM (top dose mostly 57.1 µM), for the others: at the top dose activity change, negative = inhibition, usual class: inhibitors; active = well fitted inhibition curve with a large enough effect, not every such curve was filed as active; inconclusive = small, poorly fitted or top-dose-only effect, or another doubt; inactive = no such curve, though single readings can be large or run the other way;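 also: 0% = wells with enzyme and -100% = buffer wells without enzyme; nearly all actives have a fitted effect of over 50% in size; many of its hits are not listed in these tables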
# Target sequence (B2RXH2 1-337 limits assumed): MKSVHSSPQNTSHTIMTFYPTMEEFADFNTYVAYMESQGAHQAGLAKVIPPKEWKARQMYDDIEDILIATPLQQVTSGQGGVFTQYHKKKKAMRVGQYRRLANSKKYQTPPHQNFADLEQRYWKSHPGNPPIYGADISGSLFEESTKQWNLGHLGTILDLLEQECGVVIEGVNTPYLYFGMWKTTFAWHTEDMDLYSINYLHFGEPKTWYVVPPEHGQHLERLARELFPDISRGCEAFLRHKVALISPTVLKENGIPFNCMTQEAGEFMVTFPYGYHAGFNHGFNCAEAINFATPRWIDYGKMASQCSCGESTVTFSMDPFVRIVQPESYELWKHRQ
# * hit, by the source's call; i = inactive; ? = inconclusive; . = not tested or not shown; & = joins results of further samples; ! = not confirmed by another sample; [ ] = remark or other dose. Unless noted, calls follow the shape of the dose curve; as a rule, active = well fitted curve in the direction sought with a large enough effect; inconclusive = small, poorly fitted or top-dose-only effect, or another doubt; inactive = no such curve, though single readings can be large; an effect the other way counts as inactive or inconclusive. Potency is read from the fitted curve at half-maximal effect. The list is partial. The share of hits here may be higher or lower than overall.
SMILES,Tau fibril ThT,RECQ1 inh,ALDH1A1 inh,SMN2 splice enh,KinaseGlo FLuc,L3MBTL1 block,Lamin A splicing,KDM4E inh
Cc1ccc(S(=O)(=O)CC(C)(O)CS(=O)(=O)c2ccc(C)cc2)cc1,-6%,-8%,?,.,.,-1%,.,4%
O=C(Cn1c2c(c(-c3ccccc3)cc1=O)CCCC2)N1CCCCCC1,-9%,-10%,?,-17%,-2%,-13%,4%,4%
CCN(CC)S(=O)(=O)c1cccc(-c2nnc(SCC(=O)N3CCC(C(=O)O)CC3)n2N)c1,-4%,-3%,18%,8%,-3%,5%,3%[46 µM],0%
C#CCOCCOCCOCCNc1nc(N2CCOCC2)nc(N2CCN(C(=O)[C@H](CCCCN)n3cc([C@@H](N)C(C)CC)nn3)CC2)n1 (stereo partly specified),-11%,-7%,-8%,.,.,1%,.,10%
CCOC(=O)c1c(C)n(OC)c2ccc3c(no[n+]3[O-])c12,-10%,i,4%,0%,-4%,.,5%,4%
COc1cc(C)ccc1OCCCOc1c(Cl)cccc1Cl,7%,-4%,-10%,-27%,-1%,65%[activator],-11%,3%
COc1ccc(C(=O)/C=C2/c3ccccc3CC(C)(C)N2C)cc1,?,-9%,?,-15%,-2%,-6%,?,-4%
CCc1nnc(NC(=O)CSc2ncc(-c3ccccc3)n2CC)s1,-9%,-4%,?,4%,0%,-12%,-6%,7%
COc1ccccc1CNCCCCCCNCCCCCCCCNCCCCCCNCc1ccccc1OC,?,?,5%&4%,-35%&-26%[inhibitor],-4%,.,?,-1%
CNC(=O)CC1C(=O)N(c2ccc(OC)cc2)C(=S)N1NC(=O)c1cccc(F)c1 (stereo unspecified),-3%,-2%,-9%,.,.,5%,-5%[46 µM],-1%
Cc1ccc(-n2nc(C)c3c(C)cc(=O)[nH]c32)cc1,-2%,-4%,?,17%,-3%,.,-2%,?
Cc1ccc(N2C(=O)C(CN(C)C)C2c2ccccc2)cc1 (stereo unspecified),-5%,i,7%,19%,2%,7%,-6%,1%
CSc1nsc(SC)c1NC(=O)N1CCCC1,1%,?,2%,-10%,-2%,-5%,-8%,7%
CC1CC(=O)Nc2ccc([N+](=O)[O-])cc2N1C (stereo unspecified),-1%,3%,-11%,-12%,1%,6%,-11%,-1%
COc1ccc(C2C(C(=O)N3CC(C)CC(C)C3)c3ccccc3C(=O)N2C)cc1 (stereo unspecified),-7%,i,-1%,-22%,0%,-1%,-1%,-3%
Cc1c(C(=O)OCC(=O)Nc2cccc(S(N)(=O)=O)c2)oc2c1ccc1ccccc12,?,-9%,?,-7%,2%,-3%,?,?
CC1=C(/C=C/C(C)=C/C=C/C(C)=C/CO)C(C)(C)CCC1,?,7%&9%&-2%,25µM*!,-6%&-8%&10%,-1%&-2%,.,.,-19%&-14%
CCOc1ccc(C2c3[nH]c4ccccc4c3CCN2Cc2cn(CC)nc2C)cc1 (stereo unspecified),?,-1%,6%,.,1%,-27%,.,?
Cc1ccnc(Sc2ncccc2[N+](=O)[O-])n1,-11%,-9%,-7%,?,-4%,.,-6%,1%
CC(=O)c1cn(CC(=O)NCc2ccco2)c2ccccc12,-8%,-4%,10%,-33%[inhibitor],-5%,-1%,-4%,1%
O=C(O)c1ccc(-n2nnnc2SCc2ccccc2)cc1,0%,i,2%,1%,2%,.,3%,-5%
Cc1cc2ncn(-c3ncnc4sc5c(c34)CCC(C)C5)c2cc1C (stereo unspecified),-19%,i,-10%,-3%,4%,3%,?,-5%
CCC1CCCCN1CCCNC(=O)C1CCN(S(=O)(=O)N2CCCCC2)CC1 (stereo unspecified),-3%,-8%,-8%,-9%,-1%,2%,4%[0.0737 µM],-6%
CCSc1nnc(NC(=O)CSc2nccn2-c2cccc(C)c2)s1,-13%,1%,-4%,-22%,-1%,-6%,4%[0.0737 µM],8%
NC(=O)c1cnn2c(C(F)(F)F)cc(-c3ccccc3)nc12,1%,-3%,?,-8%,-4%,.,5%,?
CCOC(=O)c1sc(NC(=O)CSc2n[nH]c(CC(C)C)n2)nc1C,-3%,i,5%,17%,-3%,15%,16%,-5%
Cc1nn(C(C)C)c(C)c1CN1CCCC(C(=O)c2cccc(OC(C)C)c2)C1 (stereo unspecified),2%,12%,12%,.,-4%,-9%,?,?
COCc1cc(CN2CCCC(CNC(=O)c3ccc(F)cc3)C2)ccc1OC (stereo unspecified),1%,-6%,9%,.,.,-1%,.,-4%
O=C(O)c1ccc(NC2CC(=O)N(Cc3ccccc3)C2=O)cc1 (stereo unspecified),2%,-3%,?,-6%,1%,27%,-10%[46 µM],5%
Cc1cc(NC(=O)CSCC(=O)N(c2cccc(Cl)c2)C(C(=O)NC2CCCCC2)c2ccc(O)c(O)c2)no1 (stereo unspecified),-11%,-6%,-6%,-3%[1.84 µM],0%,-10%,?,10µM*
CCC(C)[C@H](NC(=O)Nc1ccccc1F)C(=O)O (stereo partly specified),-8%,-3%,.,.,.,2%,.,1%
O=c1cc(N2CCN(c3ccccc3)CC2)[nH]c(=O)n1-c1ccccc1,-25%,-9%,?,-8%,0%,.,?,4%
Cc1ccc(NC(=S)/C(=C(\[O-])c2ccc(Cl)s2)[n+]2cccc(CO)c2)cc1C,?,-17%,14µM*,9%,-1%,-3%,.,-6%
COc1cc(CN2CCNC(=O)C2CC(=O)O)cc(OC)c1 (stereo unspecified),-5%,5%,-1%,.,-1%,11%,.,-13%
COC(=O)C(C)NC(=O)COc1ccc2ccccc2c1 (stereo unspecified),2%,?,2%,4%,1%,0%,4%[46 µM],-3%
Nc1ncncc1-c1ccc([N+](=O)[O-])cc1,2%,-15%,-2%,-29%,-4%,3%,6%,8%
O=C(COC(=O)c1cccc(C(=O)OCC(=O)NCc2ccc(F)cc2)n1)NCc1ccc(F)cc1,-2%,-6%,9%,-9%,11%,0%,-11%,6%
COc1ccc(OC)c(NC(=S)NCc2ccccc2OC)c1,2%,6%,?,?,0%,-27%,-7%[9.22 µM],-17%
CC(C)[C@H](NC(=O)c1ccccc1Cl)C(=O)NC1CCCCCC1,4%,i,0%,7%,-1%,7%,.,5%
CC1(C)N=C(c2ccccc2)C(=O)N1,-13%,-5%,?,-4%,2%,.,6%,9%

# Already shown: an excerpt of the list.
SMILES,Tau fibril ThT,RECQ1 inh,ALDH1A1 inh,SMN2 splice enh,KinaseGlo FLuc,L3MBTL1 block,Lamin A splicing,KDM4E inh
COCc1cc(CN2CCCC(CNC(=O)c3ccc(F)cc3)C2)ccc1OC (stereo unspecified),1%,-6%,9%,.,.,-1%,.,-4%
O=C(O)c1ccc(NC2CC(=O)N(Cc3ccccc3)C2=O)cc1 (stereo unspecified),2%,-3%,?,-6%,1%,27%,-10%[46 µM],5%

# Following part
SMILES,Tau fibril ThT,RECQ1 inh,ALDH1A1 inh,SMN2 splice enh,KinaseGlo FLuc,L3MBTL1 block,Lamin A splicing,KDM4E inh
CN(C)c1ncc2nc(-c3ccc(F)cc3)c(=O)n(CCC#N)c2n1,.,i,?,7%,-2%,.,.,.
CCOC(=O)c1c(-c2ccccc2)oc2ccc(O)c(CN(C)C)c12,-12%,-4%,-6%,-25%,-2%,.,-11%,2%
Clc1ccc(Cc2nc(-c3ccncc3)no2)cc1,0%,i,5%,.,-4%,0%,.,-8%
O=S(=O)([N-]c1nc2ccccc2nc1-[n+]1ccccc1)c1ccc(F)cc1,-5%,-7%,-2%,13%,6%,0%,-22%[46 µM],1%
Cc1cc(C)c2nc3nc(C)cc(C)c3c(N)c2c1,-8%,0%,?,-35%[inhibitor],-1%,-12%,?,?
O=C(NNC1CC(=O)N(c2cccc(Cl)c2)C1=O)c1cccnc1 (stereo unspecified),-3%,-21%,?,6%,-2%,11%,-3%,10%
NC(=O)CSc1ncnc2c1oc1ccccc12,-5%,-5%,?,-29%,4%,.,-19%,1%
Cn1ccnc1SCC(=O)n1c2c(c3ccccc31)CCCC2,?,i,-12%,-15%,1%,-16%,-15%,8%
COc1cc(C(=O)OCC(=O)NCc2ccccc2)cc(NC(=O)c2ccco2)c1OC,-9%,i,-5%,-12%,-2%,.,6%,-14%
CC(C)N1C(=O)CCC1C(=O)NCCc1ccccc1 (stereo unspecified),4%,-12%,-3%,-11%,1%,3%,-1%,-2%
Cn1c(=O)n(C)c2cc(C(N)=O)ccc21,-1%,-6%,?,22µM*,-3%,.,19%,?
O=S(=O)(Nc1ccc(O)c(Sc2nc3ccccc3s2)c1)c1ccc(F)cc1,-15%,-7%,?,1%,-1%,5%,?,3%
O=C(O/N=C1\CCS(=O)(=O)c2sccc21)c1ccc(F)cc1,-2%,i,-3%,3%,-1%,-9%,2%[46 µM],4%
NC(=S)n1[nH]c(-c2ccc([N+](=O)[O-])cc2)c(N=Nc2ccc(Cl)cc2)c1=O,4µM*,i,?,-47%[inhibitor],3%,?,?,-5%
CC(=O)Oc1ccc2c(C)cc(=O)oc2c1C(=O)c1ccccc1,?,-2%,?,6%,0%,-8%,-15%,?
Cc1ccc(CNn2cnnc2SCC(=O)NC(C)(C)C)cc1,-11%,i,9%,14%,-3%,.,2%,4%
COc1ccc(C(=O)N2CCC[C@@]3(CCN(C(=O)Nc4ccccc4)C3)C2)cc1,.,i,-4%,-8%,-7%,.,.,.
CNCCC=C1c2ccccc2C=Cc2ccccc21,.,-3%[25.9 µM],1%[20.9 µM],-20%[20.6 µM],-5%[17.1 µM],.,?,3%[25.5 µM]
O=C(O)C1C2CCC(O2)C1C(=O)Nc1ccc(F)cc1 (stereo unspecified),-4%,i,4%,-12%,-1%,1%,?,-11%
CCCOC(=O)c1c(NC(=O)CCC(=O)O)sc2c1CCCCC2,-10%,-1%,?,-39%[inhibitor],0%,.,-15%[46 µM],-27%
CSc1nc2ccc(NC(=O)C3CCCO3)cc2s1 (stereo unspecified),-17%,-8%,?,13µM*,0%,.,-3%,2%
Cn1c(=O)cc(OCC(=O)NCCc2ccc(Cl)cc2)c2ccccc21,4%,i,-6%,8%,4%,-21%,8%[46 µM],1%
